Assay outcomes as filed in PubChem BioAssay.
CRFBP-R2 block – blocks CRF-induced signaling of the CRF-BP/CRF-R2 complex | HEK293 CRF-R2/CRF-BP, CRF-induced calcium fluorescence | inhibition, % at 11.8 µM | 350,000 compounds, 0.59% hits;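 active = inhibition of the ligand-induced calcium signal above about 50% at the single tested concentration, limit read from the data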
CRFBP-R2 agonist – agonists of human CRF-binding protein/CRF-R2 receptor complex; activation, % at 13.2 µM; 350,000 compounds, 0.46% hits; HEK293 CRF-R2/CRF-BP, calcium dye fluorescence (FLIPR); percent of saturating CRF peptide response;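 active = activation of at least 50%, plus an integration ratio under a set limit after plate pattern correction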;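 note: plate controls were neutral control wells without compound for no effect and CRF at EC100 for full effect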
GalR3 antag – blocks the human galanin receptor 3. inhibition, % at 3 µM. 360,000 compounds, 0.44% hits. HEK293 GalR3-CNG cAMP membrane potential fluorescence; galR3 body fused to GalR1 C-terminus. O60755;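 active = inhibition above the screen-wide average plus 3 SD, cut at about 13% in these data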;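 note: forskolin and galanin both at EC90 stimulate the cells; cAMP rise reported by CNG channel membrane potential dye signal; 0% = forskolin plus galanin with DMSO and 100% = forskolin alone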
Target sequence (O60755 1-299 limits assumed): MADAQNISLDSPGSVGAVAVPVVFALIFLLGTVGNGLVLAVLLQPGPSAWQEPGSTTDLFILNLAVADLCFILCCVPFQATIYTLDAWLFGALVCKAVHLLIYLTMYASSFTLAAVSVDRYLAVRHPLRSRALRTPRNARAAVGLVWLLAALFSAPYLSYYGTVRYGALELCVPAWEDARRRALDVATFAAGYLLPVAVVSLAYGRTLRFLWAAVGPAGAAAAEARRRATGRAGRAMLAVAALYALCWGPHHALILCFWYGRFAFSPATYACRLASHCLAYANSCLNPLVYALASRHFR
Active calls of the source: *; i = inactive.

The first 5 entries as a preview:
item	mol	CRFBP-R2 block	CRFBP-R2 agonist	GalR3 antag
1	CCN(CC(=O)Nc1ccccc1C(=O)NC1CC1)Cc1cccs1	-8	0.2	-4
2	COc1ccc(CCN2CCC(CN3C(=S)NC[C@@H]3CC(C)C)CC2)cc1OC	-6	0.0	-7
3	CC(C)(C)OC(=O)C[C@@H]1C/C=C\C[C@H](CC(=O)N(CCO)Cc2ccccc2)C(=O)NC[C@H](c2ccccc2)OC1=O	4	-0.4	-4
4	CCOc1ccc(OCCC(=O)OCC(=O)NCCc2ccc(S(N)(=O)=O)cc2)cc1	14	-1.1	-3
5	COc1ccccc1-c1sc2cc3c(cc2c1-c1ccc2c(c1)OCO2)OCO3	32	0.3	-6

The whole of this part, repeating the preview:
item	mol	CRFBP-R2 block	CRFBP-R2 agonist	GalR3 antag
1	CCN(CC(=O)Nc1ccccc1C(=O)NC1CC1)Cc1cccs1	-8	0.2	-4
2	COc1ccc(CCN2CCC(CN3C(=S)NC[C@@H]3CC(C)C)CC2)cc1OC	-6	0.0	-7
3	CC(C)(C)OC(=O)C[C@@H]1C/C=C\C[C@H](CC(=O)N(CCO)Cc2ccccc2)C(=O)NC[C@H](c2ccccc2)OC1=O	4	-0.4	-4
4	CCOc1ccc(OCCC(=O)OCC(=O)NCCc2ccc(S(N)(=O)=O)cc2)cc1	14	-1.1	-3
5	COc1ccccc1-c1sc2cc3c(cc2c1-c1ccc2c(c1)OCO2)OCO3	32	0.3	-6
6	CS(=O)(=O)c1ccc(C(=O)OCC(=O)N2CCCc3ccccc32)cc1	-8	0.4	-5
7	Nc1ccc2c(c1)C(O)c1ccc(Cl)cc1-2 (centres undefined)	-8	-4.2	-5
8	CN(C(=O)C=Cc1ccccc1)c1ccccc1	3	-2.2	-6
9	CCN(CC)CCNc1ccc(C)c2sc3ccc(O)cc3c(=O)c12	-63	2.5	-4
10	Cc1ccc(S(=O)(=O)NCc2ccccc2)cc1C(=O)NCC(C)(C)N1CCOCC1	17	0.4	-3
11	COc1ccccc1NS(=O)(=O)c1ccc(C)c(C(=O)NC2=NCCS2)c1	-3	0.2	-5
12	Cc1cc(C)c(NC(=O)COC(=O)C2CCCO2)c(C)c1 (centres undefined)	10	1.9	-6

In the list so far, these have a thiophene ring, fused or not:
item	mol	CRFBP-R2 block	CRFBP-R2 agonist	GalR3 antag
1	CCN(CC(=O)Nc1ccccc1C(=O)NC1CC1)Cc1cccs1	-8	0.2	-4
5	COc1ccccc1-c1sc2cc3c(cc2c1-c1ccc2c(c1)OCO2)OCO3	32	0.3	-6

Going on with the list:
item	mol	CRFBP-R2 block	CRFBP-R2 agonist	GalR3 antag
13	COc1ccc(CNC(=O)C[C@H]2C[C@H](C(=O)N3CCCCC3)[C@@]3(C)c4[nH]c5cc(-c6ccco6)ccc5c4CCN3C2=O)cc1OC	-11	-1.0	-6
14	Cc1csc(=O)n1CC(=O)OCC(=O)c1ccc(Br)cc1	15	-2.4	-3
15	C[C@H]1CN([C@@H](C)CO)C(=O)c2c(c3ccccc3n2C)-c2ccccc2CO[C@H]1CN(C)Cc1cccc(F)c1	-1	-0.6	0
16	CSCCC(NC(=O)c1ccccc1Cl)C(=O)N1CCN(C(C)=O)CC1 (centres undefined)	3	-0.6	-4
17	COc1ccc(SC[C@H](C)CN2CC[C@H](NC(=O)OCc3ccccc3)CCC2=O)cc1	6	0.7	-4
18	COc1ccc(N2CCN(C(=O)CN3c4cccc5cccc(c45)S3(=O)=O)CC2)cc1	-3	0.1	-5
19	O=C(NCCCN1CCCC1=O)c1ccc(NS(=O)(=O)c2cccc([N+](=O)[O-])c2)cc1	9	-1.9	-2
20	NS(=O)(=O)c1ccc(NC(=O)CNC(=O)c2ccc3c(c2)OCO3)cc1	1	-1.8	-3
21	COc1ccccc1N1CCN(C(=O)c2cc3c(=O)n4ccccc4nc3s2)CC1	-5	-0.1	-5
22	CCOC(=O)C1=C(COC(=O)COc2ccccc2OCC)NC(=O)NC1C (centres undefined)	9	0.3	-5
23	O=C(CSc1n[nH]c(=O)n1C1CC1)Nc1ccc(OC(F)(F)F)cc1	-5	-0.4	-4
24	C=C(CC[C@@H](O)C(C)(C)O)[C@H]1CC[C@]2(C)[C@@H]1CCC1[C@@]3(C)CC[C@H](O)C(C)(C)C3CC[C@]12C (some centres undefined)	4	-0.1	-4
25	Cc1cc(C)cc(OCC(=O)OCC(=O)NC2CC2)c1	4	-1.2	-3
26	CC1CCCC(NC(=O)COC(=O)c2n[nH]c3ccccc23)C1C (centres undefined)	8	0.5	-2
27	CN(CC(=O)Nc1ccc(Cl)cc1)C(=O)Cn1[nH]c(=O)c2ccccc2c1=O	-6	-0.9	4
28	C[C@@H]1CN([C@H](C)CO)S(=O)(=O)c2ccc(Br)cc2O[C@@H]1CN(C)C(=O)Nc1ccc(C(F)(F)F)cc1	-5	-1.1	-7
29	C=CCOC1COC2C(OCC=C)COC12 (centres undefined)	2	0.1	-5
30	COc1cc(OC)cc(C(=O)OCC(=O)NC2CCCCCCC2)c1	-9	-2.1	-3
31	CCC(=O)c1ccc(OCC(=O)OC(C)C(=O)NCc2ccc3c(c2)OCO3)cc1 (centres undefined)	31	-4.2	-2
32	COc1ccccc1NS(=O)(=O)c1cc(C(=O)NC2CC(C)(C)NC(C)(C)C2)ccc1Cl	-3	3.5	-7
33	CC(OC(=O)c1cccc(-n2cnnn2)c1)C(=O)NC1(C#N)CCCCC1 (centres undefined)	1	-0.8	1
34	CCCCN1C[C@H](c2ccccc2)[C@@H](CC(=O)NC)C1=O	14	1.0	3
35	CC1C(=O)N(Cc2cn(CCC3OCCCO3)nn2)CCS(=O)(=O)N1Cc1ccc(-c2ccc(F)nc2)cc1 (centres undefined)	9	-1.2	2
36	Cc1cccc(N2CC(C(=O)Nc3ccccc3N3CCOCC3)CC2=O)c1C (centres undefined)	-12	-2.4	-3
37	COC(=O)c1ccc(CNC(=O)Cn2cnc3c(SC)nc(N)nc32)cc1	7	0.8	-6
38	CCN(CC(=O)Nc1ccc(NC(C)=O)cc1)C(=O)c1ccc2c(c1)OCO2	-10	0.0	4
39	COc1ccc(S(=O)(=O)N2CCCCC2)cc1NC(=O)c1cnc(C)cn1	0	-0.2	-5
40	COc1cc2ccccc2cc1C(=O)N1CCc2ccccc21	11	-1.2	0
41	CC1CCN(S(=O)(=O)c2ccc(C(=O)N3CCCC3C(=O)O)cc2)CC1 (centres undefined)	2	-0.3	-4
42	Cc1nn(-c2ccccc2)c(C)c1C(=O)OC(C)C(=O)NC1CCCCC1 (centres undefined)	15	-0.6	-8
43	COC(=O)Cc1ccc(OC(=O)CCS(=O)(=O)c2ccc(C)cc2)cc1	22	-1.1	3
44	CCN(c1ccccc1)S(=O)(=O)c1ccc(Cl)c(C(=O)NCc2ccco2)c1	4	-0.2	-2
45	NC(=O)c1ccccc1NC(=O)COC(=O)C1(c2ccccc2)CC1	-15	1.6	-4
46	Cc1ccc(S(=O)(=O)c2nc(-c3ccccc3Cl)oc2N2CCN(C)CC2)cc1	-14	-1.6	-10
47	Cc1cccc(NC(=O)c2nc[nH]c2C(=O)NC[C@H](C)O)c1	5	0.1	-7
48	CC(C)C1Cc2ccccc2-c2[nH]c(=S)[nH]c(=O)c21 (centres undefined)	-9	-0.2	1

By substructure, the entries above with bromine
item	mol	CRFBP-R2 block	CRFBP-R2 agonist	GalR3 antag
14	Cc1csc(=O)n1CC(=O)OCC(=O)c1ccc(Br)cc1	15	-2.4	-3
28	C[C@@H]1CN([C@H](C)CO)S(=O)(=O)c2ccc(Br)cc2O[C@@H]1CN(C)C(=O)Nc1ccc(C(F)(F)F)cc1	-5	-1.1	-7

(list continues)
item	mol	CRFBP-R2 block	CRFBP-R2 agonist	GalR3 antag
49	COc1ccccc1NS(=O)(=O)c1ccc(C)c(NS(=O)(=O)c2cc(NC(C)=O)ccc2OC)c1	4	0.6	-7
50	C[C@H](CO)N1C[C@H](C)[C@@H](CN(C)C(=O)Nc2ccccc2)Oc2ccc(NC(=O)CCC(F)(F)F)cc2C1=O	-3	-0.2	-3
51	O=C(O)c1c2cc(Br)ccc2nc2[nH]c(=O)[nH]c(=O)c12	3	-3.1	-7
52	CC1CCN(C(=O)CCn2c(=O)oc3ccc(Cl)cc32)CC1	-8	-1.0	-7
53	Cc1cccc(NC(=O)COC(=O)CCc2c[nH]c3ccccc23)c1	-17	0.0	-8
54	CNCC[C@@H](Oc1ccc(C(F)(F)F)cc1)c1ccccc1	i	i	-4
55	CCOC(=O)CC1=CCc2c1ccc(OC)c2OC	-9	-1.2	-4
56	O=C(COC(=O)Cc1ccsc1)Nc1ccccc1Cl	0	2.8	-5
57	CC(=O)N1CCN(S(=O)(=O)c2cccc(C(=O)N(Cc3ccccc3)c3ccc(C)cc3)c2)CC1	7	-2.6	-4
58	O=C(NCC1CCCN1S(=O)(=O)c1cccs1)c1ccc(F)c(F)c1 (centres undefined)	6	1.0	-2
59	COc1ccc(C(=O)N(C)Cc2cnn(Cc3ccccc3)c2)cc1S(=O)(=O)N1CCOCC1	1	-0.6	0
60	Cc1cc(-c2ccccc2)cc(=O)[nH]1	-12	-0.2	19*
61	COC(=O)c1ccc(NCc2cc(O)ccc2O)cc1O	-2	-1.9	-1
62	CCCCCC(=O)N1C[C@H](O)[C@@H](n2cc(C3CC3)nn2)C[C@@H]1c1ccc(OC)cc1	-12	-0.9	-6
63	CCOC(=O)C1CCCN(C(=O)c2ccc(S(=O)(=O)N3CCCC3)cc2)C1 (centres undefined)	-6	-0.6	-4
64	O=C(COC(=O)Cc1n[nH]c(=O)c2ccccc12)NNC(=O)c1ccc(Br)cc1	7	-1.6	2
65	Cc1ccc(CN2CC(C(=O)N3CC(C)CC(C)C3)CC2=O)cc1 (centres undefined)	-2	-1.0	0
66	CC[C@@]1(C(=O)OC)N[C@H](CN(C)C(=O)Nc2ccc(OC)cc2)[C@@H]2C(=O)N(Cc3ccccc3)C(=O)[C@@H]21	-10	0.3	-4
67	Cc1ccccc1NC(=O)Cc1nc(COC(=O)CNC(=O)c2ccc(Cl)cc2Cl)cs1	-8	-0.6	-3
68	CCCNC(=O)c1cccc(S(=O)(=O)N2CC3(C)CC2CC(C)(C)C3)c1 (centres undefined)	-11	0.1	-4
69	O=C1CCC(C(=O)OCc2nnc(-c3ccccc3)o2)=NN1	16	-0.1	-1
70	CCNC(=O)Nc1cc(S(=O)(=O)N2CCOCC2)ccc1N1CCCCC1	-4	0.8	-5
71	O=C(NC1CCCC1)c1c(O)nc2sccn2c1=O	1	0.2	-5
72	CCC(C(=O)Nc1ccccn1)c1ccccc1 (centres undefined)	4	0.0	-2
73	CC(C)CN(C(=O)COC(=O)C12CC3CC(CC(O)(C3)C1)C2)c1c(N)n(Cc2ccccc2)c(=O)[nH]c1=O	-7	3.3	-5
74	CCCN(CC1CC1)C(=O)COC(=O)c1ccc(C)cc1O	3	0.3	-6
75	C[C@H](CO)N1C[C@H](C)[C@@H](CN(C)C(=O)c2ccncc2)OCc2cnnn2CCCC1=O	0	4.7	-5
76	COc1ccc(CCNC(=O)COC(=O)c2ccc(C)s2)cc1	-14	1.2	-7
77	CC1CCCCC1NC(=O)COC(=O)c1ccc2ncsc2c1 (centres undefined)	3	-0.6	-5
78	O=C(NCc1ccccc1F)C1CC(=O)N(Cc2ccco2)C1 (centres undefined)	-17	1.0	-6
79	O=C(NN=C1CCCCC1)Nc1ccccc1Cl	-11	-0.7	-4
80	C[C@H](NS(=O)(=O)c1ccc2c(c1)OCCCO2)C(=O)N1CCN(Cc2ccccc2)CC1	-2	0.3	-5
81	O=C(CNC(=O)c1ccccc1F)Nc1ccncc1	-5	-0.3	-1

By substructure, those above containing an aryl thioether with sulfur outside any ring
item	mol	CRFBP-R2 block	CRFBP-R2 agonist	GalR3 antag
17	COc1ccc(SC[C@H](C)CN2CC[C@H](NC(=O)OCc3ccccc3)CCC2=O)cc1	6	0.7	-4
23	O=C(CSc1n[nH]c(=O)n1C1CC1)Nc1ccc(OC(F)(F)F)cc1	-5	-0.4	-4
37	COC(=O)c1ccc(CNC(=O)Cn2cnc3c(SC)nc(N)nc32)cc1	7	0.8	-6

The list is partial (hit frequency here may not be typical).
